Screening results: PubChem, National Center for Advancing Translational Sciences (NCATS)
HT1080 IDH1KD tx – toxicity to HT-1080 IDH1 knockdown cells (counter line). HT-1080 IDH1 knockdown viability, ATP luminescence, 48 h. Potency, µM (highest dose often 46.1 µM), inactives show at the top dose activity, negative = toxicity, usual class: cytotoxic. AID 686971. actives 2% (n = 360,000);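 also: potency is read from the fitted curve at half-maximal effect; 0% = DMSO wells and -100% = cell-free medium wells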
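HT-1080-IDH1KD cells (IDH1 knocked down), 750/well in RPMI with 5% FBS, treated with compound 48 h at 37 degrees C. Viability by CellTiter-Glo luminescence, normalised to DMSO and no-cell wells; concentration-response curves classed.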
KB-V1 cytotox – KB-V1 MDR subline cytotoxicity. KB-V1 MDR cells viability, CellTiter-Glo, 72 h. Potency, µM (top dose mostly 46.1 µM), for inactives: at the highest dose activity change, negative = cytotoxicity, actives largely listed as cytotoxic. actives 3.4% (n = 400,000). AID 1347076; also: potency is read from the fitted curve at half-maximal effect; % is scaled to controls: 0 for no effect and ±100 for the full control effect; nearly all actives have a fitted effect of over 60% in size
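KB-V1, DMEM (no phenol red) + 10% FBS; cpd pin-transferred, titration series; 72 h, 37 degrees C; CellTiter-Glo, luminescence. Data normalized, curve-fit.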
SW480 rereplic – DNA re-replication induction in SW480 cells. SW480 DNA re-replication, Hoechst DNA content imaging, 48 h. Potency, µM (series often up to 46.1 µM), inactives show at the highest dose re-replication activation, actives largely listed as activators. actives 1.8% (n = 340,000). AID 624297; also: potency is read from the fitted curve at half-maximal effect; % of control where 0% means no effect; nearly all actives have a fitted effect of over 55% in size
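Per well, 250 cells were exposed to pinned compound for 48 hr. Nuclear DNA was visualised with Hoechst (40 min, 37 C) and total object intensity recorded by fluorescence scanning.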
WRN helicase inh – WRN helicase (human) inhibition | Q14191 | WRN helicase unwinding, fluorescent forked duplex, kinetic | Potency, µM (doses to about 114 µM), inactives show at the top dose activity change, negative = inhibition, most hits filed as inhibitors | actives 0.46% (n = 360,000); also: potency is read from the fitted curve at half-maximal effect; % is scaled to controls: 0 for no effect and ±100 for the full control effect; nearly all actives have a fitted effect of over 55% in size
Target sequence (Q14191 whole entry, looked up): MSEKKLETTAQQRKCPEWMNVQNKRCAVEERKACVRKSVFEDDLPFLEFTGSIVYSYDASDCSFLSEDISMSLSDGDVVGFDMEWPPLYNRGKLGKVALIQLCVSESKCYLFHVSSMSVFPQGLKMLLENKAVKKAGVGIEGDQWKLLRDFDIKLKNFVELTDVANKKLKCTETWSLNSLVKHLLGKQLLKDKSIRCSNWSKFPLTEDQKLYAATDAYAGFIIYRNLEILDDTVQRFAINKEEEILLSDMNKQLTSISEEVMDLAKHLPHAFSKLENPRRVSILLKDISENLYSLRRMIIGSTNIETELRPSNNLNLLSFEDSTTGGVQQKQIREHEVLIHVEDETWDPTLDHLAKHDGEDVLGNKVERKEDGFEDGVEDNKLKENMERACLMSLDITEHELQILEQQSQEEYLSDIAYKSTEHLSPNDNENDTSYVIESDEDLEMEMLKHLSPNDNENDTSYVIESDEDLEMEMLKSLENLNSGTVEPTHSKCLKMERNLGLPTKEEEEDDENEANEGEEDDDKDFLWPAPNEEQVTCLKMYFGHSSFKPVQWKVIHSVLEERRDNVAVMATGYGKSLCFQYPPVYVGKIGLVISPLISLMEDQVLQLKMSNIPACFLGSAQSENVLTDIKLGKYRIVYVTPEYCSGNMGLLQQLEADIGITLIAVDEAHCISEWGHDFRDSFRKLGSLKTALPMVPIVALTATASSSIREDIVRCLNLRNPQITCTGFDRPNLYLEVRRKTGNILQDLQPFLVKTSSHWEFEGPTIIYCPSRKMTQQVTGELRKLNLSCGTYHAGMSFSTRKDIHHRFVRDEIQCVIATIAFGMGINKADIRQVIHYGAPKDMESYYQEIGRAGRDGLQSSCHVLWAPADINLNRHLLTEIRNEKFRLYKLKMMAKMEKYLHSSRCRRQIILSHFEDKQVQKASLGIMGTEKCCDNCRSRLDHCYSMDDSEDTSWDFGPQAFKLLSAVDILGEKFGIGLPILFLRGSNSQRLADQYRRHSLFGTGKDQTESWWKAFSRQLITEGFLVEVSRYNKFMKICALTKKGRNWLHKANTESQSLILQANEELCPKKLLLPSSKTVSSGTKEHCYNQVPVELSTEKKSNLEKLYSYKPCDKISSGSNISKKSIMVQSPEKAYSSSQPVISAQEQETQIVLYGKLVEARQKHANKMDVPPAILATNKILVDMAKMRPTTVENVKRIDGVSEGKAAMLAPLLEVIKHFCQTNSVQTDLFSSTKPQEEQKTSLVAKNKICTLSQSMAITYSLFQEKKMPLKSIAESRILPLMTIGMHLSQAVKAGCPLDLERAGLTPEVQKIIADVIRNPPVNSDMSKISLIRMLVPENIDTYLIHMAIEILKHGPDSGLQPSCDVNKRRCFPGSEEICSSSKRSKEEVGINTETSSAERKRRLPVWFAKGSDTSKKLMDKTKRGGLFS
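WRN at 20 nM final preincubated with compound 15 min at room temperature; reaction started with 100 nM fluorophore/quencher forked duplex oligonucleotide and 2 mM ATP final. Unwinding followed kinetically by red fluorescence (ex 525, em 598 nm).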
HT1080NT lethal – kills 2HG-producing HT-1080-NT fibrosarcoma cells | HT-1080-NT fibrosarcoma viability, CellTiter-Glo ATP luminescence, 48 h | Potency, µM (highest dose often 46.1 µM), for inactives: at the top dose activity, negative = less viability, actives largely listed as cytotoxic | actives 1.6% (n = 360,000);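 also: NT is the 2HG producing partner of a matched IDH1 knockdown line; potency is read from the fitted curve at half-maximal effect; 0% = DMSO-treated cells and -100% = media-only wells without cells; nearly all actives have a fitted effect of over 55% in size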
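HT-1080-NT fibrosarcoma cells (2HG-overproducing), 750 cells/well in RPMI with 5% FBS, dosed after 2 h and incubated 48 h at 37C. CellTiter-Glo luminescence normalized to DMSO and no-cell wells; concentration-response curves fitted and classed.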
KB-3-1 cytotox – KB-3-1 parental cell cytotoxicity; KB-3-1 viability, CellTiter-Glo ATP luminescence, 72 h; Potency, µM (series often up to 46.1 µM), inactives show at the highest dose activity change, negative = cytotoxic, usual class: cytotoxic; actives 1.4% (n = 400,000); also: potency is read from the fitted curve at half-maximal effect; % is scaled to controls: 0 for no effect and ±100 for the full control effect; nearly all actives have a fitted effect of over 60% in size
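Luminescent ATP read-out (CellTiter-Glo) measures survival of drug-naive KB-3-1 cells after 72 h compound exposure at 37 °C. Titration series was screened from lowest to highest concentration, with DMSO vehicle plates as background controls.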
MCF10A rereplic – induces DNA re-replication in MCF 10a normal breast cells; MCF 10A DNA re-replication, Hoechst nuclear intensity, 48 h; Potency, µM (top dose mostly 46.1 µM), inactives show top-dose activity, positive = re-replication, most hits filed as activators; actives 2.9% (n = 350,000); also: potency is read from the fitted curve at half-maximal effect; % of control where 0% means no effect; nearly all actives have a fitted effect of over 50% in size
IL-1B inflam inh – blocks inflammasome-driven IL-1 beta release; activity change, % at 57.5 µM; actives 4.7% (n = 360,000); AID 743279; THP-1 LPS/ATP IL-1B secretion, AlphaLISA, 16 h; hits give low values; in the data active = activity change below about -50%; inconclusive = mostly about -30% to -49%; also: % is scaled to controls: 0 for no effect and ±100 for the full control effect
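THP-1 cells pretreated 1 hr with compounds (up to 57.5 uM final), then stimulated with LPS (250 ng/mL final) plus ATP (1.25 mM final); secreted IL-1B measured by AlphaLISA after 16 hr, decreased signal indicating inhibition.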
ATXN2 expr inh – reduces ATXN2 reporter expression in HEK-293 cells | HEK-293 ATXN2-luciferase reporter, luminescence, 24 h | Potency, µM (series often up to 57 µM), inactives show at the highest dose activity change, negative = inhibition, usual class: inhibitors | actives 0.72% (n = 360,000); also: potency is read from the fitted curve at half-maximal effect; % is scaled to controls: 0 for no effect and ±100 for the full control effect; nearly all actives have a fitted effect of over 55% in size
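ATXN2-luciferase reporter cells (luciferase flanked by upstream and downstream ATXN2 gene portions) were treated 24 h at 37 °C with compounds at up to 57 uM. SteadyGlo luminescence gave expression; GF-AFC fluorescence gave viability.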
Starred values were filed as active, the others as inactive; ? = inconclusive; / = not tested or not shown; [ ] = another dose, or the depositor's remark. Unless noted, calls follow the shape of the dose curve; as a rule, active = well fitted curve in the direction sought with a large enough effect; inconclusive = small, poorly fitted or top-dose-only effect, or another doubt; inactive = no such curve, though single readings can be large; an effect the other way counts as inactive or inconclusive.

Short keys – A = HT1080 IDH1KD tx; B = KB-V1 cytotox; C = SW480 rereplic; D = WRN helicase inh; E = HT1080NT lethal; F = KB-3-1 cytotox; G = MCF10A rereplic; H = IL-1B inflam inh; I = ATXN2 expr inh
Cc1nc(C(=O)Nc2ccc(Cl)cc2)nn1-c1ccc([N+](=O)[O-])cc1
  A: 4%; B: -8%; C: -5%; D: -3%; E: -2%; F: 12%; G: -182%[0.0737 µM]; H: ?; I: -11%
COc1cccc(CN(C)C(=O)c2sccc2-c2ccccc2)c1OC
  A: ?; B: -1%; C: 4%; D: 10%; E: -16%; F: -6%; G: 8%; H: 3; I: -33%
Cc1ccc(-c2csc(N3CCN(c4ccc5nc(-c6ccncc6)n(CCN6CCCCC6)c5c4)CC3)n2)cc1
  A: -7%; B: 29%; C: ?; D: 3%; E: 1%; F: 3%; G: ?; H: 6; I: 0%
O=C(Nc1ccc(NC(=O)c2ccco2)c(Cl)c1)c1cccc([N+](=O)[O-])c1
  A: 23%; B: 16%; C: 0.65µM*; D: 16%; E: -11%; F: -2%; G: ?; H: -29; I: -10%
COc1ccc(CNC(=O)c2cc(C(C)=O)c[nH]2)cc1
  A: 19%; B: -20%; C: -3%; D: 6%; E: 16%; F: -3%; G: 13%; H: 53; I: -19%
COC(=O)[C@@H]1CCCN1Cc1c(C(=O)N2CCCCC2)nc2c(C)cccn12
  A: -8%; B: -2%; C: -1%; D: 5%; E: 1%; F: -1%; G: 2%; H: 14; I: -7%
OCCNCCCCOc1cccc(Br)c1
  A: 10%; B: 4%; C: ?; D: 7%; E: 7%; F: 5%; G: 12%; H: 5; I: 4%
CC(=O)Nc1ccc(N2CCN(C(=O)c3cccs3)CC2)cc1
  A: 14%; B: 5%; C: 11%; D: -1%; E: 19%; F: 4%; G: 2%; H: -16; I: 129%[activator]
CN=C1N(C)C[C@@H]2[C@@H]3C(=O)N(Cc4ccccc4)C(=O)[C@@H]3[C@](Cc3ccccc3)(C(=O)OC)N12
  A: 8%; B: -2%; C: -13%; D: 4%; E: 14%; F: -13%; G: -4%; H: 0; I: 2%
COc1ccc(CCNc2ccncn2)cc1OC
  A: -3%; B: ?; C: -18%; D: 5%; E: 6%; F: -17%; G: 2%; H: 22; I: -3%
CS(=O)(=O)N(CC(=O)N/N=C/c1ccco1)c1ccccc1Br
  A: 11%; B: 2%; C: 3%; D: -13%; E: 20%; F: 14%; G: -6%; H: 0; I: 1%
Cc1csc(SCCN2C(=O)c3ccccc3C2=O)n1
  A: 9%; B: -7%; C: -13%; D: -3%; E: 0%; F: 8%; G: 0%; H: -13; I: 57%[activator]
O=C(O)C1CC(=O)n2c(nc3ccccc32)S1 (configuration not stated)
  A: -5%; B: -4%; C: -5%; D: -26%; E: -2%; F: 0%; G: -9%; H: 18; I: -4%
CC(Sc1nncn1C)C(=O)Nc1ccc2ccccc2c1 (configuration not stated)
  A: -1%; B: 1%; C: ?; D: -3%; E: 13%; F: 0%; G: 5%; H: -17; I: 9%
O=[N+]([O-])c1ccc(OCC2CC(c3ccccc3)=NO2)cc1 (configuration not stated)
  A: 7%; B: 1%; C: 16µM*; D: 11%; E: 9%; F: 2%; G: ?; H: -1; I: 26%
O=S(=O)(c1ccc(NC(=S)N/N=C/c2ccc(Oc3ccccc3)cc2)cc1)N1CCOCC1
  A: 6%; B: ?; C: 0%; D: 2%; E: 12%; F: -10%; G: 5%; H: 6; I: -20%
CNC(=O)c1cccc2nc3ccccc3nc12
  A: -15%; B: ?; C: 16%; D: -13%; E: -6%; F: 16µM*; G: 8%; H: -79*; I: 18%
COc1cc(C(O)c2nc(-c3cccc(C#N)c3)cs2)ccc1F (configuration not stated)
  A: 5%; B: -16%; C: /; D: -6%; E: -25%; F: 0%; G: /; H: -12; I: -2%
Nc1nnc2c(n1)CCCC2
  A: 6%; B: 30%; C: -8%; D: -8%; E: -2%; F: 12%; G: -1%; H: -4; I: 2%
CC(C)c1ccc(NC(=O)C2(C)Cc3c(-c4ccc(C(N)=O)cc4)ccnc3O2)cc1 (configuration not stated)
  A: -13%; B: -10%; C: /; D: 2%; E: -19%; F: -3%; G: /; H: 9; I: -37%
COc1ccc2c(c1OC)C(=O)OC2Nc1ccccc1S(=O)(=O)C(F)F (configuration not stated)
  A: 13%; B: 2%; C: -7%; D: -6%; E: -4%; F: -3%; G: -7%; H: -19; I: 0%
Cc1ccc(/C=C/c2nnc(-c3cccs3)o2)cc1
  A: ?; B: ?; C: -5%; D: -13%; E: 1%; F: -4%; G: -4%; H: ?; I: -2%
Cc1c(Cl)cccc1NC(=O)c1cccnc1
  A: 1%; B: 8%; C: 1%; D: -2%; E: -2%; F: -5%; G: 9%; H: -9; I: /
CCOC(=O)C1CCCN(S(=O)(=O)CCNC(=O)c2ccc3c(c2)OCO3)C1 (configuration not stated)
  A: 4%; B: -1%; C: 0%; D: 2%; E: 3%; F: 5%; G: -1%; H: -73*; I: -4%
C=C1CCN([C@@H](CC(C)C)C(=O)NN2CCOCC2)S(=O)(=O)c2ccccc21
  A: 9%; B: ?; C: 1%; D: 1%; E: 2%; F: 0%; G: 11%; H: -15; I: 5%
C(=C\c1ccccc1)/CN1CCN(C(c2cc3ccccc3o2)c2nnnn2Cc2ccccc2)CC1 (configuration not stated)
  A: 9%; B: 16µM*; C: /; D: -2%; E: 18%; F: -3%; G: /; H: 2; I: 1%

One compound at a time, from the list above. Values in the order: HT1080 IDH1KD tx, KB-V1 cytotox, SW480 rereplic, WRN helicase inh, HT1080NT lethal, KB-3-1 cytotox, MCF10A rereplic, IL-1B inflam inh, ATXN2 expr inh
Cc1csc(SCCN2C(=O)c3ccccc3C2=O)n1 as listed: 9%, -7%, -13%, -3%, 0%, 8%, 0%, -13, 57%[activator]
CN=C1N(C)C[C@@H]2[C@@H]3C(=O)N(Cc4ccccc4)C(=O)[C@@H]3[C@](Cc3ccccc3)(C(=O)OC)N12 as listed: 8%, -2%, -13%, 4%, 14%, -13%, -4%, 0, 2%

3 structures out of the list, ordered by number of heavy atoms, lowest first:
Short keys – A = HT1080 IDH1KD tx; B = KB-V1 cytotox; C = SW480 rereplic; D = WRN helicase inh; E = HT1080NT lethal; F = KB-3-1 cytotox; G = MCF10A rereplic; H = IL-1B inflam inh; I = ATXN2 expr inh
CS(=O)(=O)N(CC(=O)N/N=C/c1ccco1)c1ccccc1Br
  A: 11%; B: 2%; C: 3%; D: -13%; E: 20%; F: 14%; G: -6%; H: 0; I: 1%
C=C1CCN([C@@H](CC(C)C)C(=O)NN2CCOCC2)S(=O)(=O)c2ccccc21
  A: 9%; B: ?; C: 1%; D: 1%; E: 2%; F: 0%; G: 11%; H: -15; I: 5%
O=S(=O)(c1ccc(NC(=S)N/N=C/c2ccc(Oc3ccccc3)cc2)cc1)N1CCOCC1
  A: 6%; B: ?; C: 0%; D: 2%; E: 12%; F: -10%; G: 5%; H: 6; I: -20%
